# TRPM1 prom inh: inhibitors of MITF-dependent TRPM1 promoter reporter, primary screen, cell-based, SK-MEL-5, single point, luciferase | SK-MEL-5 TRPM1 promoter luciferase, 24 h | inhibition, % at 12.5 µM | hit rate 0.83% among 330,000;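 active means mean inhibition across replicates of 60% or more, whatever share of single replicates reaches that level; inconclusive means some that reach 60%, reason not given; inactive means mean inhibition across replicates below 60%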; further: values of inactives mirror those of a sister screen read the other way
# Peg3 prom inh: Peg3 promoter-driven luciferase inhibitors, primary screen, cell-based, HeLa, luciferase luminescence. HeLa PEG-Prom luciferase reporter, overnight. inhibition, % at 20 µM. hit rate 1.7% among 360,000;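 active means inhibition of at least 50% at 20 µM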
# KKLEB cytotox: cytotoxicity in KKLEB CF airway cells, primary screen, cytotoxicity control for CF NF-kB inhibitor project, cell-based, uHTS, fluorescence assay plates; KKLEB CF airway cells viability, ATPlite luminescence, overnight; hits give low values; cells stimulated with P. aeruginosa culture filtrate; activity change (cytotoxicity), % at 5 µM; AID 602141, 2011; hit rate 0.36% among 360,000;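 active means corrected activity change at or below -50% at 5 µM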
# Shn3 3UTR inh: reduction of Shn3 3'UTR firefly luciferase signal, primary screen, Schnurri-3 inhibitor project, cell-based, Clone20 osteoblasts, set 2; Clone20 osteoblast Shn3 3'UTR firefly luciferase, 24 h; hit rate 0.52% among 360,000; inhibition, % at 12.5 µM;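 active means mean inhibition of at least 75% with every replicate also reaching 75%; inconclusive means mean inhibition at least 75% but some replicate below; inactive means mean inhibition below 75%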;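 further: 0% = median of neutral control wells and 100% = pilot-screen positive control compound; some compounds past the cut are filed as inactive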
# CF NFkB block: inhibitors of PAF-induced NF-kB signaling, primary screen, cell-based, GFP fluorescence, uHTS | KKLEB NF-kB-GFP reporter, GFP fluorescence overnight | inhibition, % at 5 µM | hit rate 0.86% among 360,000;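 active means at least 50% inhibition at 5 µM, scaled per plate between neutral and stimulator controls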;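 further: PAF is a Pseudomonas aeruginosa culture filtrate used as stimulus; plate controls were PAF-stimulated DMSO wells for no effect and unstimulated DMSO wells for full effect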
# Vif imaging: HIV Vif self-association inhibitors, primary screen, imaging, HEK293T, single point; hit rate 0.35% among 340,000; HEK293T cells, Vif self-association by quenched fluorescence, 24 h; inhibition, % at 7.49 µM; in the data active means inhibition above about 50%, passing the limit was not always enough; inconclusive means no clear call, values can overlap the other calls; inactive means below about 31%; further: some results filed as inactive read as strong as hits
# NR2E3 ag-1: inhibitors of NR2E3-RetCOR corepressor binding, primary screen, NR2E3 agonist project, biochemical, TR-FRET, GST-NR2E3, biotin-RetCOR. inhibition of corepressor binding, % at 4.78 µM. Photoreceptor-specific nuclear receptor (Homo sapiens), Q9Y5X4. hit rate 0.12% among 320,000. AID 2300, 2010. 1536-well;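 active means percent inhibition above the cutoff of mean plus 3 SD of all tested compounds, set per screening campaign, cut at about 20% in these data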;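 further: 0% = DMSO wells and 100% = biotin wells as full block of FRET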
# Target sequence (Q9Y5X4 whole entry, looked up): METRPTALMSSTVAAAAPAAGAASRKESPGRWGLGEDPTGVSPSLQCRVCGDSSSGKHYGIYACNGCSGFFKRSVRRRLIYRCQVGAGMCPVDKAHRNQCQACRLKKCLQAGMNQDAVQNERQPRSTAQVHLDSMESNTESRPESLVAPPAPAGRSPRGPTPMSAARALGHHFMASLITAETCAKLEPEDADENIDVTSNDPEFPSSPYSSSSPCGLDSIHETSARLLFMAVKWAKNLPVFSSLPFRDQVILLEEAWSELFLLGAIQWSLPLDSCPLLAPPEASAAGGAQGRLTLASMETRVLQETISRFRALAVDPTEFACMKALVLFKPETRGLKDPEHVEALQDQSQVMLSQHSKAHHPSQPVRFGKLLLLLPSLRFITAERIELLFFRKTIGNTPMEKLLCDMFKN
#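 system = GST-tagged NR2E3 plus biotinylated RetCOR corepressor | input = 1.35 nM GST-NR2E3 | also added = 7 nM biotin-RetCOR | schedule = 5 h incubation at 4 °C | measured by = TR-FRET with europium anti-GST and streptavidin-D2, 340 nm excitation | read-out = percent loss of FRET ratio relative to control wells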
# CaV13 FRET inh: Disruptors of the CACNA1D IQ motif to Ca2+-dependent inactivation inhibitor domain association, primary screening, Förster resonance energy transfer in intact living … | HEK cells, CFP/YFP FRET ICDI-IQ, plate reader, 10 min; percent FRET-ratio fall versus neutral wells | inhibition, % at 12.3 µM | hit rate 0.098% among 340,000 | AID 743397;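 active means mean replicate inhibition of at least 30% and at least 1% of replicates passing that level; inconclusive means only one of the two criteria is met; inactive means neither criterion is met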;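 further: 0% = median of the neutral control wells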
# HIF-2a inh: HIF-2a reporter inhibitors, primary screen, luminescence, 786-0 RCC cells; 786-0 RCC cells HIF-2a reporter, luciferase luminescence, overnight; hit rate 0.72% among 360,000; inhibition, % at 18.8 µM;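 active means inhibition of the luminescence signal of 40% or more relative to plate controls, in a single-dose primary screen at 18.75 µM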
# PDI turbidity: inhibitors of human PDI, primary screen, biochemical, turbidity, single point, plate reader | PDI insulin aggregation turbidity, A650, 90 min | inhibition, % at 10 µM | hit rate 0.052% among 350,000 | AID 588391, 2011;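 active means mean inhibition across replicates of 30% or more, whatever share of single replicates reach that level; inconclusive means mean inhibition below 30% while every single replicate reaches 30%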;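 further: absorbance from insulin aggregation driven by PDI reduction with DTT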
# Target sequence (P07237 whole entry, looked up): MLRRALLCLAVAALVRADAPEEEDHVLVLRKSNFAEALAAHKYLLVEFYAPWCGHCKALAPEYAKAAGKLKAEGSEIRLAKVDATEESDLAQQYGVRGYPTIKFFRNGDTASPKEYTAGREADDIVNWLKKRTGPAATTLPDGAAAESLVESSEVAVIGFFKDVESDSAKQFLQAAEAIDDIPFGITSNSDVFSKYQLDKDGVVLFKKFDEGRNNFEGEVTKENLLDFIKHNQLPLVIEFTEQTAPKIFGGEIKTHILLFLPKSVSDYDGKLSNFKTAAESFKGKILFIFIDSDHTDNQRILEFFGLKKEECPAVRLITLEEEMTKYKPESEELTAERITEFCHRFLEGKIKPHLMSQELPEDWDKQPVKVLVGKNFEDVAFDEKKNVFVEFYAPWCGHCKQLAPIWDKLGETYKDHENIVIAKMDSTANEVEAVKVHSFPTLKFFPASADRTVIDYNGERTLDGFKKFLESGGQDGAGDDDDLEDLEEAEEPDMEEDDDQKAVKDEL
# NR2E3 ag-2: NR2E3 agonists in two-hybrid cells, primary screen, cell-based, luminescence, CHO-S, Gal4-NCOR/VP16-NR2E3 | inhibition of corepressor binding, % at 3.98 µM | hit rate 0.35% among 360,000 | Photoreceptor-specific nuclear receptor (Homo sapiens), Q9Y5X4 | luciferase | AID 602229, 2012;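 active means inhibition above the mean of all tested compounds plus 3 SD, cut at about 70% in these data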;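 further: 0% = DMSO with NR2E3 transfected cells and 100% = cells lacking NR2E3 construct; higher means lower luciferase signal from less NR2E3 corepressor binding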
# Numbers without * were called inactive; ? = inconclusive; . = no result given.
Compound	TRPM1 prom inh	Peg3 prom inh	KKLEB cytotox	Shn3 3UTR inh	CF NFkB block	Vif imaging	NR2E3 ag-1	CaV13 FRET inh	HIF-2a inh	PDI turbidity	NR2E3 ag-2
CCn1c(CCC(=O)N(C)CC(=O)Nc2cccc(F)c2)nc2cc(S(=O)(=O)N(C)C)ccc21	12	-3	4	-8	3	1	-2	-7	14	-1	-38
Cc1nc(C)c(-c2nnc(-c3cccc(S(=O)(=O)N(C)C)c3)o2)cc1C(=O)NN	-24	4	4	10	-4	-6	0	-3	8	-8	-7
CC(=O)Nc1ccc(NC2CCCCC2NS(=O)(=O)c2ccc(Cl)cc2)cc1 (stereo unspecified)	-5	-13	12	1	-28	-4	0	-4	4	-9	-15
O=C(N/N=C/c1oc(O)c2ccccc12)c1ccccc1	-60	-6	-2	-34	2	-18	0	-3	-3	8	-61
O=C(c1nc2n(n1)C(c1ccc(Cl)cc1)C=C(c1ccccc1)N2)N1CCOCC1 (stereo unspecified)	-20	5	8	5	-16	2	6	-30	-4	0	-37
CCCCC(c1nnnn1CS(=O)(=O)c1ccc(C)cc1)N1CCN(c2ccccc2)CC1 (stereo unspecified)	14	20	17	-3	-2	-28	1	-4	12	0	-26
O=C(CN1CCCCCC1=O)N1CCN(S(=O)(=O)c2cccs2)CC1	-16	26	6	6	9	-1	1	-7	26	15	7
COc1ccc(C(NC(=O)C(C)(C)C)NC(=O)C(C)(C)C)cc1	3	-4	2	-3	-6	-9	-1	-4	6	3	-20
Nc1nc(SCC(=O)Nc2ccc3c(c2)OCO3)n[nH]1	-2	0	-2	-6	2	2	5	-3	15	1	-18
COc1ccc(OC)c(NC(=O)c2cccnc2Sc2ccccc2)c1	-11	10	6	8	5	-5	-1	-7	13	-5	27
C/C(=N\NC(=O)c1ccccc1)c1ccc(N2CCOCC2)cc1	-8	-28	-13	-9	3	-5	6	.	-35	2	-123
Cc1ccc(Cl)cc1NC(=O)CNCC(c1ccccc1)N(C)C (stereo unspecified)	-15	-8	4	10	-8	10	-2	-18	-6	9	-4
O=C(Nc1ccc(F)cc1)c1nc2c(nnn2Cc2cccc3ccccc23)c(=O)[nH]1	9	16	-6	5	-4	-2	2	-28	12	-8	43
CCN1CCN(C(=O)Nc2cccc(C(F)(F)F)c2)CC1	9	17	4	-24	3	-1	-2	-10	10	-5	18
Cc1cc(C(F)(F)F)c(C#N)c(SCC(=O)Nc2nc3cc(Br)ccc3s2)n1	-3	-167	16	-24	19	2	0	-52	-86	24	25
Cc1cccc(NC(=O)NNC(=O)c2sccc2-n2cccc2)c1	1	4	-3	15	-5	0	1	-4	-4	-10	-8
CCOc1ccc(C(=O)N[C@H](C(=O)N2CCN(c3ncccn3)CC2)C(C)C)cc1	.	8	-5	-1	0	-14	.	-5	9	-3	-20
CN(Cc1ccccc1)C(=O)CN1C(=O)C2C3C=CC(C3)C2C1=O (stereo unspecified)	5	8	3	14	-3	0	0	.	15	1	-32
CCNC(=O)C1(C)CCN(C(=O)c2ccc(F)cc2Cl)C1 (stereo unspecified)	.	4	0	-4	15	-10	.	-11	8	7	-32
CCC1CCCCN1CCCNC(=O)Cn1nc(-c2ccc(C)cc2)ccc1=O (stereo unspecified)	-2	-7	0	-12	-4	-3	4	-9	-2	6	1
Cc1cccc(-c2oc3ccc(-c4ccc5c(c4)OCO5)cc3c2C(=O)OCc2ccc(O)cc2)c1	1	-3	-14	-37	11	-3	3	-9	-10	-2	5
Cc1cnc(NC(=O)C2CC(=O)N(c3ccc4c(c3)OCCO4)C2)s1 (stereo unspecified)	5	7	3	17	20	-1	.	-9	14	-14	55
CC(C)(C)N=C1NN=C(c2ccc(Cl)cc2)CS1	-47	-263	0	1	5	-3	0	-2	-190	0	3
CN(C(=O)c1ccc(NC(=O)Cc2cccc([N+](=O)[O-])c2)cc1)C1CC1	-18	-16	16	8	-22	2	4	-5	-37	1	15
COc1ccc(C(=O)N2CCN(c3cccc(Cl)c3)CC2)cc1	-22	-14	2	-8	-6	-1	5	-9	-52	-4	-11
Cc1cc(-c2onc(C)c2C(N)=O)no1	11	-3	5	-7	2	8	2	-4	16	1	-16
COc1ccc(CN(C)C(C)C(=O)N(C)CC(=O)Nc2ccc(C)cc2)cc1F (stereo unspecified)	2	3	-2	4	2	-3	1	-8	5	3	0
CC(/C=C1\SC(=S)N(C(C(=O)O)c2ccccc2)C1=O)=C\c1ccccc1 (stereo unspecified)	-1	4	17	21	-18	-7	2	-6	21	-1	-6
COC(=O)[C@]1(Cc2ccccc2)N[C@H](CN(C)C(=O)COc2ccccc2)[C@@H]2C(=O)N(C)C(=O)[C@@H]21	-4	8	14	-19	-7	-4	.	-5	8	-3	-28
COc1ccc(-c2ccc(OC)c([C@H]3[C@H]4C=CC[C@@H](C)[C@@H]4C(=O)N3Cc3ccccc3)c2)cc1C	0	13	-25	17	42	33	1	-9	-2	0	-4
C#CCN(C[C@@H]1[C@@H](OC(=O)NCc2ccccc2F)[C@@H](OC(=O)NCc2ccccc2F)Cn2c(=O)n(CCCCCC)c(=O)n21)S(=O)(=O)c1ccc(C)cc1	.	-1	6	19	17	-2	.	-5	6	1	3
CC1=C(C(=O)N(C(C)C)C(C)C)CC(CC(=O)NCc2ccco2)C(=O)N1Cc1ccc(C(C)(C)C)cc1 (stereo unspecified)	.	10	-13	-1	4	.	.	-3	10	.	17
CC1(CCc2ccccc2)NC(=O)N(CC(=O)Nc2ccccc2)C1=O (stereo unspecified)	-32	-57	1	-9	-4	0	2	-15	-88	11	-16
CCC(C)N(C(=O)CSc1nnc(NC(C)C)s1)C1CCS(=O)(=O)C1 (stereo unspecified)	-4	9	-10	-4	-6	0	-5	-6	14	11	-16
Cc1ccc(S(=O)(=O)Nc2cccc(-c3ccc(N4CCCCCC4)nn3)c2)cc1	-79	-154	-1	-24	20	-1	4	-7	-227	1	-72
CCOc1c(Br)cc(C2NS(=O)(=O)N=C3CCCCCN32)cc1OC (stereo unspecified)	4	1	4	-22	7	13	2	-5	12	0	-2
COC(=O)CP(=O)(c1ccccc1)c1ccccc1	5	4	-1	6	8	4	4	.	15	-3	-11
COc1ccc(CNC(=O)CN(C)S(=O)(=O)c2ccc(Br)s2)cc1	-1	6	11	-1	-20	.	0	-7	8	-5	-5
Cc1ccccc1Nc1nc(Nc2ccccc2C)nc(SC2=NCCS2)n1	25	23	-2	17	16	4	1	-7	-21	2	5
CCN(C[C@H]1N[C@@](CC)(C(=O)OC)[C@H]2C(=O)N(C)C(=O)[C@@H]12)S(=O)(=O)c1ccc(C(C)(C)C)cc1	-10	-13	2	4	-2	-11	.	-4	11	-8	-22
C=CCNC(=O)/C(=C/c1ccco1)NC(=O)c1ccc(Br)o1	9	0	1	14	10	.	4	-4	2	3	-16
COCCN(C(=O)COC(=O)C1COc2ccccc2O1)c1c(N)n(Cc2ccccc2)c(=O)[nH]c1=O (stereo unspecified)	-4	5	1	-7	4	-7	-1	-7	2	2	10
COC(=O)CCN(C(=O)c1ccc2c(c1)OCO2)c1ccccn1	-3	3	1	0	3	0	-2	-2	10	-9	-21
Cc1ccc(NC(=O)Cn2c(O)c(N=NC(=O)c3cc4ccccc4cc3O)c3ccccc32)cc1	40	97*	-35	67	20	4	3	-3	-46	-1	-4
COc1ccc(-c2cc3ccccc3cn2)cc1	-21	-207	-12	-80	-22	6	4	-4	-149	-8	-165
COc1ccc(-c2cc(=O)c3ccc(O)cc3o2)cc1OC	.	-9	7	-10	-31	6	.	.	-103	.	-2
Cc1onc(-c2ccccc2Cl)c1C(=O)Nc1ccc(OCC(=O)N2CCOCC2)cc1	2	26	7	8	-2	-10	2	-5	12	-1	12
CCn1cnc2cc(NCc3nc4ccccc4n3C)ccc21	-35	-90	-3	-37	16	-7	1	-7	-101	16	-75
O=C(c1cc2ccccc2o1)N1CCN(Cc2nc3ccccc3s2)CC1	.	-101	4	-92	-2	22	.	-6	-182	-3	-50
CC(C)(C)OC(=O)N1CCC[C@H]1C(=O)Nc1ccc(C#N)cc1	-1	6	-4	-4	-4	-1	-1	-20	11	-1	-13
COc1cccc(/C=N/NC(=O)c2cc3c(OC)cccc3[nH]2)c1O	15	40	6	?	1	4	-14	-16	-4	10	-46
COc1cccc(NC(=O)CN(c2ccccc2OC)S(=O)(=O)c2cccs2)c1	16	16	-3	-1	-2	-2	-2	-4	10	-7	9
O=C(Nc1ccc2[nH]ncc2c1)c1ccc(F)cc1	-31	-203	5	-29	19	0	0	-2	-215	1	-107
O=C(CS(=O)(=O)Cc1ccccc1)Nc1ccccc1Cl	1	-6	-3	1	0	10	0	-5	8	-15	-31
C#CCOCCOCCOCCNc1nc(N2CCN(C(=O)[C@H](CCCCN)n3cc([C@@H](N)CC(N)=O)nn3)CC2)nc(N2CCN(C(=O)[C@H](CCCCN)n3cc([C@@H](N)CC(N)=O)nn3)CC2)n1	-15	2	-26	-1	-2	9	.	-6	3	3	13
NC(=O)c1ccc(NC(=O)CSc2nncn2-c2ccccc2)cc1	.	3	3	-3	2	41	0	-3	6	5	7
COc1ccccc1N1CCN(C(=O)CCc2c[nH]c3ccccc23)CC1	-2	19	10	-4	17	3	-1	-3	-1	0	8
O=[N+]([O-])c1ccccc1S(=O)(=O)NCc1cccnc1	3	8	9	-11	2	17	0	-4	19	-1	-5
COc1ccc(NS(=O)(=O)c2cc(NC(=O)c3ccncc3)ccc2N2CCOCC2)cc1	-6	25	-3	12	15	-2	-2	-4	18	-3	3
